# Compound activity deposited in PubChem BioAssay by several laboratories.
# CaV13 FRET inh: Disruptors of the CACNA1D IQ motif to Ca2+-dependent inactivation inhibitor domain association, primary screening, Förster resonance energy transfer in intact living …; HEK cells, CFP/YFP FRET ICDI-IQ, plate reader, 10 min; percent FRET-ratio fall versus neutral wells; inhibition, % at 12.3 µM; 340,000 compounds, 0.098% hits; AID 743397;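 active = mean replicate inhibition of at least 30% and at least 1% of replicates passing that level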;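 also: 0% = median of the neutral control wells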
# Shn3 inh set2: reduction of Shn3 3'UTR firefly luciferase signal, primary screen, Schnurri-3 inhibitor project, cell-based, Clone20 osteoblasts, set 2; 360,000 compounds, 0.52% hits; Clone20 osteoblast Shn3 3'UTR firefly luciferase, 24 h; inhibition, % at 12.5 µM;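 active = mean inhibition of at least 75% with every replicate also reaching 75%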;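 also: 0% = median of neutral control wells and 100% = pilot-screen positive control compound; some compounds past the cut are filed as inactive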
# Peg3 promoter: Peg3 promoter-driven luciferase inhibitors, primary screen, cell-based, HeLa, luciferase luminescence; HeLa PEG-Prom luciferase reporter, overnight; inhibition, % at 20 µM; 360,000 compounds, 1.7% hits; AID 588405, 2011;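 active = inhibition of at least 50% at 20 µM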
# PDI inh: inhibitors of human PDI, primary screen, biochemical, turbidity, single point, plate reader; Protein disulfide-isomerase (Homo sapiens), P07237; PDI insulin aggregation turbidity, A650, 90 min; inhibition, % at 10 µM; 350,000 compounds, 0.052% hits; AID 588391, 2011;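 active = mean inhibition across replicates of 30% or more, whatever share of single replicates reach that level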;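 also: absorbance from insulin aggregation driven by PDI reduction with DTT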
# Target sequence (P07237 whole entry, looked up): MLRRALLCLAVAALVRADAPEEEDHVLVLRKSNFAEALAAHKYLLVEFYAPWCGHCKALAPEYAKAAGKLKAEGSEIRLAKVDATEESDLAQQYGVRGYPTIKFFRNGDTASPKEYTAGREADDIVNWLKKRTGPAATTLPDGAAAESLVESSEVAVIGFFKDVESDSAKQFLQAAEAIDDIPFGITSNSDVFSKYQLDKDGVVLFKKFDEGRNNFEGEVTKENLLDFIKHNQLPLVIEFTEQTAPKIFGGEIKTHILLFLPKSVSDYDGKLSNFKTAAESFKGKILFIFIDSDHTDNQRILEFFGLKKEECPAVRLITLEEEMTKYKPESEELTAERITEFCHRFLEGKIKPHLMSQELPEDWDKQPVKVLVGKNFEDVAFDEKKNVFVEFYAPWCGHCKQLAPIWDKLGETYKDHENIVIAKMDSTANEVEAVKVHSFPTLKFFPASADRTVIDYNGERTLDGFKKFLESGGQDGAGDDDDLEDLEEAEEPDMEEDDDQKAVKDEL
# hiPSC survival: enhancers of single-cell hiPSC survival, primary screen, ATPlite luminescence. survival enhancement, % at 20 µM. 100% = ROCK inhibitor wells, 0% = DMSO. 360,000 compounds, 0.044% hits. AID 602274, 2012; in the data active = survival enhancement above about 18%;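 also: cells exposed to compounds for 16 hours before the ATP read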
# HTR2A ag: mouse Htr2a agonists via beta-arrestin recruitment, primary screen, cell-based, luminescence | 5-hydroxytryptamine receptor 2A (Mus musculus), P35363 | CHO-K1 mHTR2A beta-arrestin complementation; percent of 30 µM serotonin response | activation, % at 7.6 µM | 360,000 compounds, 0.66% hits | AID 624169, 2012;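 active = activation above a run cutoff, the mean activation of all tested compounds plus 3 SD, cut at about 14% in these data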;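 also: 0% = plate median of compound wells and 100% = 30 µM serotonin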
# Target sequence (P35363 whole entry, looked up): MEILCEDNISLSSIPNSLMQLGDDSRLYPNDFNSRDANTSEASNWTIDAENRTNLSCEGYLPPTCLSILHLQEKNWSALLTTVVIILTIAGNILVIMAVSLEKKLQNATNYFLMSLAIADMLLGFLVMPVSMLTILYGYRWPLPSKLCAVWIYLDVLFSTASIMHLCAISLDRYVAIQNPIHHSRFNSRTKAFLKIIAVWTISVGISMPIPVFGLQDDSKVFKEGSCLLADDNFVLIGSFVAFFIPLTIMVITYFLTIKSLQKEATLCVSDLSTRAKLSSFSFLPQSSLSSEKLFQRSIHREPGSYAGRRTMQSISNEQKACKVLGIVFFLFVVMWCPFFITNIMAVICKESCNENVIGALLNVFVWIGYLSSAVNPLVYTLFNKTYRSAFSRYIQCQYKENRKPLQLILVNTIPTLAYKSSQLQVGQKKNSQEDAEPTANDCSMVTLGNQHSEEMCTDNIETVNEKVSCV
# HIF-2a inh: HIF-2a reporter inhibitors, primary screen, luminescence, 786-0 RCC cells | 786-0 RCC cells HIF-2a reporter, luciferase luminescence, overnight | inhibition, % at 18.8 µM | 360,000 compounds, 0.72% hits | AID 624352, 2012;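 active = inhibition of the luminescence signal of 40% or more relative to plate controls, in a single-dose primary screen at 18.75 µM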
# TRPM1 prom inh: inhibitors of MITF-dependent TRPM1 promoter reporter, primary screen, cell-based, SK-MEL-5, single point, luciferase; SK-MEL-5 TRPM1 promoter luciferase, 24 h; inhibition, % at 12.5 µM; 330,000 compounds, 0.83% hits;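 active = mean inhibition across replicates of 60% or more, whatever share of single replicates reaches that level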; also: values of inactives mirror those of a sister screen read the other way
# Cardio protect: cardioprotection against H2O2-induced cell death, primary screen, uHTS, H9c2 cells, ATPLite luminescence; H9c2 cardiomyocytes, H2O2 injury protection, 2 h; protection from H2O2 cell death, % at 20 µM; 360,000 compounds, 0.63% hits; AID 588492, 2011;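 active = compounds giving at least 50% protection of heart cells from peroxide-induced death in the single-dose screen, raw or plate-pattern-corrected value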;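 also: 0% = DMSO wells with peroxide and 100% = DMSO wells without peroxide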
# NR2E3 ag-1: inhibitors of NR2E3-RetCOR corepressor binding, primary screen, NR2E3 agonist project, biochemical, TR-FRET, GST-NR2E3, biotin-RetCOR | 320,000 compounds, 0.12% hits | 1536-well | AID 2300, 2010 | inhibition of corepressor binding, % at 4.78 µM | Photoreceptor-specific nuclear receptor (Homo sapiens), Q9Y5X4;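 active = percent inhibition above the cutoff of mean plus 3 SD of all tested compounds, set per screening campaign, cut at about 20% in these data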;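 also: 0% = DMSO wells and 100% = biotin wells as full block of FRET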
#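 Format: 1536-well format; test system: GST-NR2E3 and biotin-RetCOR proteins; read-out basis: percent inhibition of TR-FRET ratio; timing: 5 h incubation at 4 °C; detection: time-resolved FRET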
# NR2E3 ag-2: NR2E3 agonists in two-hybrid cells, primary screen, cell-based, luminescence, CHO-S, Gal4-NCOR/VP16-NR2E3. Photoreceptor-specific nuclear receptor (Homo sapiens), Q9Y5X4. luciferase. inhibition of corepressor binding, % at 3.98 µM. 360,000 compounds, 0.35% hits. AID 602229, 2012;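 active = inhibition above the mean of all tested compounds plus 3 SD, cut at about 70% in these data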;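 also: 0% = DMSO with NR2E3 transfected cells and 100% = cells lacking NR2E3 construct; higher means lower luciferase signal from less NR2E3 corepressor binding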
# Numbers without * were called inactive; . = no result given.
SMILES,CaV13 FRET inh,Shn3 inh set2,Peg3 promoter,PDI inh,hiPSC survival,HTR2A ag,HIF-2a inh,TRPM1 prom inh,Cardio protect,NR2E3 ag-1,NR2E3 ag-2
COc1ccc(CC2(CO)CCN(Cc3ccc4nsnc4c3)CC2)cc1,-1,-12,12,-5,-0.6,-4,18,-6,5,1,-6
COc1ccc(NC(=O)CC2C(=O)N(Cc3ccccc3)C(=S)N2CCN2CCOCC2)cc1 (configuration not stated),-4,3,1,6,0.1,3,2,-1,2,-6,5
CC1CN(c2ccc(C(=O)c3ccccc3C(=O)O)cc2[N+](=O)[O-])CC(C)O1 (configuration not stated),-3,-10,13,-1,-0.6,2,6,2,-4,-2,10
CC(C)(C)OC(=O)NCCCCCNC(=O)c1ncn(Cc2ccccc2)c1C(=O)NCCCCCNC(=O)OC(C)(C)C,-6,32,15,-1,0.4,-7,25,17,-1,.,31
CC(C)CNC(=S)N1CCN(C(c2ccccc2)c2ccccc2)CC1,-14,23,35,8,-2.2,1,22,7,-15,2,11
COc1ccc(C2=NN(CC(=O)Nc3ccccc3C)C(=O)CC2)cc1,-4,-8,-44,0,1.0,0,-16,-18,-9,-5,-8
Cc1cc(NC(=O)c2ccc(Cl)c([N+](=O)[O-])c2)no1,0,5,-38,-2,3.3,5,-17,.,-4,1,9
CCOC(=O)N1CCC(n2c(=S)[nH]c3cc(OC)c(OC)cc3c2=O)CC1,-6,-8,2,-1,2.4,1,18,16,18,1,5
N/C(CSc1ncccc1C(F)(F)F)=N\O,12,18,4,2,-0.2,-1,11,-3,0,-5,-17
CCCCNC(=O)C1Cc2cc(S(=O)(=O)N3CCCCC3)ccc2N1C(C)=O (configuration not stated),-5,2,-7,0,0.1,-5,11,-9,0,0,16
CC(C)(C)c1ccc(CNc2cc(N3CCOCC3)ccc2[N+](=O)[O-])cc1,.,9,16,-4,7.0,-5,3,-22,-10,5,-11
COc1ccc(NC(=S)Nc2ccc3cn[nH]c3c2)cc1,-7,-2,-30,0,0.1,-2,-70,-9,-7,-3,-13
Cc1ccc(N2C(=O)C3C4C=CC(CC4)C3C2=O)cc1[N+](=O)[O-] (configuration not stated),-5,11,3,-1,1.2,11,4,-2,1,-4,-9
CC(CCc1ccc(O)cc1)N1CCC(Oc2ccc(C(=O)N3CCCC3)cc2)CC1 (configuration not stated),-7,-2,0,3,0.6,-6,11,-6,-2,.,-9
O=C(O)CCC(=O)Nc1ccc(Br)cc1C(=O)c1ccc(Cl)cc1,-6,.,12,1,-0.7,-4,17,6,10,1,-3
O=C(CN1CCN(Cc2ccccc2)CC1)c1ccc(Br)cc1,-7,4,-2,4,-1.0,-6,-9,0,-2,.,-8
COc1ccc(S(=O)(=O)N2CN3CCN(C3)C2)cc1OC,-18,0,11,0,0.5,-1,15,6,7,-3,-8
O=C(OCc1c(Cl)cccc1Cl)c1cccnc1,-1,-11,7,-1,-1.4,1,5,-4,-1,0,-2
Cc1cccc(-c2nsc(SCC(=O)Nc3ccc4c(c3)OCO4)n2)c1,-5,-18,-282,0,-1.4,-1,-223,-35,-16,4,-40
COc1cccc(/C=C/C(=O)OC(C)C(=O)Nc2c(C)n(C)n(-c3ccccc3)c2=O)c1 (configuration not stated),-2,-1,-16,-1,2.4,-1,10,10,-6,-3,8

# The final four compounds of the section before lead into the next:
SMILES,CaV13 FRET inh,Shn3 inh set2,Peg3 promoter,PDI inh,hiPSC survival,HTR2A ag,HIF-2a inh,TRPM1 prom inh,Cardio protect,NR2E3 ag-1,NR2E3 ag-2
COc1ccc(S(=O)(=O)N2CN3CCN(C3)C2)cc1OC,-18,0,11,0,0.5,-1,15,6,7,-3,-8
O=C(OCc1c(Cl)cccc1Cl)c1cccnc1,-1,-11,7,-1,-1.4,1,5,-4,-1,0,-2
Cc1cccc(-c2nsc(SCC(=O)Nc3ccc4c(c3)OCO4)n2)c1,-5,-18,-282,0,-1.4,-1,-223,-35,-16,4,-40
COc1cccc(/C=C/C(=O)OC(C)C(=O)Nc2c(C)n(C)n(-c3ccccc3)c2=O)c1 (configuration not stated),-2,-1,-16,-1,2.4,-1,10,10,-6,-3,8
S=C1NC[C@H](c2ccccc2)N1CC1CCCCC1,-10,13,12,-7,3.3,3,12,-1,-23,0,19
COc1ccc(C(C(=O)NC2CCCC2)N(Cc2ccccc2)C(=O)CNC(=O)c2ccco2)cc1 (configuration not stated),-4,0,13,13,-2.0,-1,2,6,4,-1,-3
Nc1ccccc1OCCOCCOCCOc1ccccc1N,-6,-12,4,-1,-2.0,-6,-5,-1,3,-2,10
Nc1cc(OC(=O)c2ccc(F)cc2)nn1S(=O)(=O)c1ccc(F)cc1,-5,-3,21,11,-0.1,-3,13,-9,-2,-1,-16
CC(NS(=O)(=O)c1ccc(OCC(=O)NCc2cccnc2)cc1)c1ccccc1 (configuration not stated),-7,5,1,8,-0.5,4,7,6,-4,6,-13
COCCCn1c(=O)/c(=C\c2ccc(OC(F)F)c(OC)c2)s/c1=C(/C#N)C(N)=O,-4,-13,-18,-2,-0.3,2,-42,-16,-2,7,0
C=CCNC(=S)N1CCN(CCN=CC2=C(O)CC(c3ccco3)CC2=O)CC1 (configuration not stated),-4,-10,14,0,1.5,3,-5,4,5,-2,-12
Cc1ccc(C)c(OCCC(=O)Nc2cccc(S(=O)(=O)NC3=NCCCCC3)c2)c1,-2,44,5,-4,-0.4,1,9,6,-8,3,33
O=C(NCc1ccccc1)NC(=O)c1ccccc1,.,-9,-36,4,-0.4,0,-49,-19,-3,1,-22
O=C(Nc1ccn(CCCNC2CCN(Cc3ccccc3)CC2)c(=O)n1)OCc1ccccc1,-4,7,20,1,-4.0,2,-2,.,-1,.,-33
O=c1c2cc(Br)ccc2[nH]c(=S)n1Cc1cccnc1,-4,20,18,3,1.0,4,14,-15,7,-1,3
COC(=O)c1ccccc1NC(=O)CN1CCC(n2nnc3cc(C(F)(F)F)ccc32)CC1,.,2,19,6,0.5,5,17,7,-7,2,-22
Nc1ccc2c(c1)C(=O)c1ccccc1-2,-5,3,-24,-4,0.1,-1,-5,-12,1,-11,-12
Cc1nc(C)c(-c2csc(Nc3ccc(S(N)(=O)=O)cc3)n2)s1,1,-4,19,2,-0.8,-2,-1,-82,-6,.,10
Cc1cccc(NC(=O)c2cc(-c3cccnc3)nc3c(C)cccc23)n1,.,26,34,-2,-0.4,11,2,21,-1,5,-34
O=C(NN=C(c1ccccc1)c1ccccn1)c1ccccc1,-2,84*,47,6,-0.8,-15,8,67*,37,.,16
O=C(CSc1nnnn1-c1ccc2c(c1)OCCO2)N1CCc2ccccc21,-7,2,-9,-20,1.0,4,-16,-6,-6,-1,-28
COc1cccc(N2CCN(C(=S)Nc3cccc(C)c3)CC2)c1,-4,25,15,8,1.6,1,12,26,-4,-5,12
Brc1cnc2nc(SCc3nc4ccccc4[nH]3)[nH]c2c1,-2,10,10,5,-0.5,0,12,.,-4,-3,38
CC(C)NS(=O)(=O)c1ccc(CCC(=O)N2CCOCC2)cc1,-5,-1,-3,-1,-1.7,-4,9,1,4,1,-16
COC(=O)c1nn(-c2ccccc2)c(=O)cc1O,11,9,5,-2,4.5,3,9,2,6,-1,-1
O=C(N1CCN(c2ccccc2)CC1)C12CC3CC(CC(C3)C1)C2,.,-1,9,0,-1.4,2,11,-10,7,3,-11
C/C(=N\NC(=O)c1cc(C)nc2ccc(C)cc12)c1ccncc1,-4,-7,12,-3,0.7,1,16,4,0,.,-22
O=C(Nc1ccc(F)c(Cl)c1)C1CC(=O)N(Cc2ccccc2)C1 (configuration not stated),.,-2,20,2,-0.3,-5,6,7,-1,-1,-28
CC(=O)c1ccc(NC(=O)C[n+]2ccccc2)cc1,-20,-2,11,-3,-0.6,0,17,1,2,0,-25
CN(C1CCCCC1)S(=O)(=O)Cc1ccccc1,-8,2,-14,-2,0.2,3,-66,-20,-8,1,-35
Cc1ccccc1NC(=S)NCCC(c1ccccc1)c1ccccc1,.,-5,48,-1,-3.7,-2,38,-21,-24,0,50
Cc1ccc(Cn2c(SCC(=O)N/N=C/c3ccc(C)o3)nc3ccccc32)cc1,-2,18,1,-2,-2.9,-2,16,-3,-17,-6,-7
Cc1oc2ccc(NS(=O)(=O)c3ccc(F)cc3)cc2c1C(=O)O,-3,3,6,-40,-0.2,6,11,3,2,0,-13
CCOC(=O)C1(CCCc2ccccc2)CCN(C(=O)[C@@H]2C[C@@H](C)NC(=S)N2)CC1,10,7,-6,15,-1.1,0,-22,-3,-5,3,-2
CC(=O)Nc1cccc(NC(=O)CSc2nc(=O)n(Cc3ccccn3)c3c2CCC3)c1,-7,-1,22,6,0.3,4,15,12,5,-1,-24
COC(=O)Cn1c(=NC(=O)c2ccc(S(=O)(=O)N3CCc4ccccc4C3)cc2)sc2cc(OC)ccc21,-2,9,2,0,-2.2,5,16,16,-1,3,-9
COc1ccc(CNC(=O)[C@H](C)NC(=O)C2CCN(S(=O)(=O)c3ccc(C)cc3)CC2)cc1,-5,53,13,-2,2.6,1,7,-2,-2,-5,3
O=C(Cc1cccs1)Nc1cccnc1,.,-17,16,-1,0.5,3,-1,-19,1,-1,-7
COc1cccc(C2/C(=C(/O)c3cnn(-c4ccccc4)c3C)C(=O)C(=O)N2CCN(C)C)c1 (configuration not stated),.,2,5,-5,1.2,1,-5,-3,0,2,-12
Cc1ccc(S(=O)(=O)Nc2ccc(Cl)cc2C(=O)c2ccccc2)cc1,-17,21,16,-10,-1.8,-2,11,5,-8,-1,27
O=C1OC(Cc2ccccn2)C(O)=C1C1=NCCCN1 (configuration not stated),-2,-17,-117,-3,-1.0,-3,-68,2,7,0,-12
COCCn1c(SC(C)C(=O)NC2CCCCC2C)nc2ccccc2c1=O (configuration not stated),-6,5,13,1,0.7,13,10,6,4,0,16
O=C(CCN1CCOCC1)NCC1COc2ccccc2O1 (configuration not stated),-4,-84,8,5,-2.2,5,9,9,-5,-2,-4
O=C(/C(Cl)=C/Nc1ccc(Br)cn1)C(F)(F)F,-2,-23,-24,-1,-2.6,-3,-107,-14,-20,-1,2
